Screens deposited in PubChem by several laboratories.
ROMK primary – modulators of human ROMK potassium channel; P48048; Tet-inducible ROMK, thallium flux fluorescence; actives lie on both sides; B-score at 10 µM; actives 2% (n = 130,000); AID 1918;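 active means signal ratio slope over the read window, or its plate-corrected B-score, at least 3 SD from the plate mean, either direction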;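 further: B-score of the F/F0 ratio slope over 7 to 12 s after thallium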
Target sequence (P48048 whole entry, looked up): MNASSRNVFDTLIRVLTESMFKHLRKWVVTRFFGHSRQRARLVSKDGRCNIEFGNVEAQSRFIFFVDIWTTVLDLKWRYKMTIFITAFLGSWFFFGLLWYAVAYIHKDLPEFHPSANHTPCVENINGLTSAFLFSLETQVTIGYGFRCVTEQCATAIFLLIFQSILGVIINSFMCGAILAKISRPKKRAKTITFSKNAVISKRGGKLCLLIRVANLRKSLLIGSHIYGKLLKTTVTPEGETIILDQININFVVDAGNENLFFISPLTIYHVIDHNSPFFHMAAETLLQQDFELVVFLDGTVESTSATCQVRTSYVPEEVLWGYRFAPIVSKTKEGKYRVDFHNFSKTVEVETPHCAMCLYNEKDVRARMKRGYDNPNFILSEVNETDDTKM
bIAP act – intestinal alkaline phosphatase (bovine) activation; purified bovine IAP, CDP-star luminescence, 30 min; stronger effect = higher value; fold of DMSO-control signal, blank-subtracted; activation factor at 20 µM; actives 0.17% (n = 200,000);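 active means activation factor of 2 or more at 20 µM, a signal rise over negative controls twice the positive control's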
bIAP inhibitor – blocks bovine intestinal alkaline phosphatase activity. AID 1019. purified bovine IAP, CDP-star luminescence, 30 min. inhibition, % at 20 µM. 190,000 tested, under 10 active;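 active means over 50% inhibition of intestinal alkaline phosphatase at 20 µM in the single-dose screen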
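System: purified bovine intestinal alkaline phosphatase (IAP) enzyme; Input: IAP diluted 1/65,000,000 in the well; Measured by: CDP-star luminescence signal; Compound dosing: 20 µM single dose; Incubation: 30 min reaction at room temperature.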
STAT3 blocker – inhibitors of IL-6 induced STAT3 signaling | U3A cells, IL-6 STAT3-luciferase reporter, luminescence; host cell line lacks STAT1 | inhibition, % at 5.5 µM | actives 0.89% (n = 190,000) | AID 862;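 active means inhibition above the mean inhibition across all screened compounds plus 3 SD, cut at about 44% in these data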;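 further: 0% = DMSO only wells and 100% = 100 µM nifuroxazide control wells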
STAT3 activator – activators of IL-6 induced STAT3 signaling. U3A cells, IL-6 STAT3-luciferase reporter, luminescence; 100% = signal with IL-6 EC80 alone. activation (% of control), % at 5.6 µM. actives 0.91% (n = 190,000);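 active means activation above the screen-wide mean of compound activation plus 3 SD, cut at about 130% in these data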;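 further: 0% = background luminescence of wells with medium and substrate only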
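Test system: STAT3-luciferase reporter U3A cells; Detection: reporter luminescence signal; Times: 1 h compound pre-exposure, 6 h IL-6 stimulation, 37 °C; Benchmarks: IL-6-only high control; Also added: IL-6 stimulus at 33 ng/mL final.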
PPARg SRC1 recr – agonists of human PPARgamma SRC-1 coactivator recruitment. PPARgamma-SRC-1 coactivator recruitment biochemical assay. actives 0.41% (n = 200,000). AID 631. P37231. activation, % at 8 µM; in the data active means activation above about 19%;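 further: 0% = DMSO and 100% = reference agonist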
STAT1 blocker – inhibitors of IFN-gamma induced STAT1 signaling; NIH 3T3 STAT1-luciferase reporter, luminescence; inhibition, % at 5.5 µM; actives 0.35% (n = 200,000); AID 920;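 active means inhibition above a set limit, the mean inhibition across all tested compounds plus 3 SD, cut at about 34% in these data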;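 further: 0% = IFN-gamma with DMSO and 100% = IFN-gamma with 300 µM nifuroxazide; values of inactives mirror those of a sister screen read the other way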
TNAP act hiacc – TNAP (human) activation, high acceptor; 200,000 tested, under 10 active; P05186; purified TNAP, CDP-star luminescence, 1 M DEA, 30 min; stronger effect = higher value; 0 = EDTA background, 1 = DMSO-only activity; AID 1136; activation factor at 20 µM;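 active means activation factor at least 2 at 20 µM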
Target sequence (P05186 whole entry, looked up): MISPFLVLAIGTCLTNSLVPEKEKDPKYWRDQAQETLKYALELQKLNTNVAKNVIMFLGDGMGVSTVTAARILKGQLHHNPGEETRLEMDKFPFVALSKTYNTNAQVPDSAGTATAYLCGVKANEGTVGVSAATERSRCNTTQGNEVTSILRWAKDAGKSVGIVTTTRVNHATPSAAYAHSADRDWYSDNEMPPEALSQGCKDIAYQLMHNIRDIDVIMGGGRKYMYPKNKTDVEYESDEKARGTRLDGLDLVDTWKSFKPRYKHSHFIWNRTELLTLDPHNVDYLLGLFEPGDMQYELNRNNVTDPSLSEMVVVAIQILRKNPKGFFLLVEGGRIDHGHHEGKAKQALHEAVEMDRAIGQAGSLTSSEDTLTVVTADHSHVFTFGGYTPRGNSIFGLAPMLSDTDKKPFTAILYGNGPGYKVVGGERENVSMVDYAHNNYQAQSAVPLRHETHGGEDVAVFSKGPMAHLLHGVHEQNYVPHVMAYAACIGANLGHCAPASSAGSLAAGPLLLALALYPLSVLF
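Control set: EDTA negative control, DMSO positive control / Assay system: human TNAP / Quantity: TNAP 1/800 final / Evaluation: TNAP activation factor scaled between EDTA and DMSO control wells / Measured by: luminescent substrate turnover signal / Compound dosing: one dose, 20 µM / Times: 30 min enzyme reaction at room temperature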
PPARg SRC-2 ag – PPARgamma-driven SRC-2 recruitment agonism; activation, % at 8 µM; actives 0.34% (n = 200,000); P37231; PPARgamma LBD-SRC-2 recruitment, biochemical; in the data active means activation above about 22%;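 further: 0% = vehicle and 100% = reference agonist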
TR-FRET SRC-2 ct – counter-screen for PPARgamma SRC-2 recruitment agonists: TR-FRET artefact. stronger effect = higher value. TR-FRET ratio at 8 µM. actives 0.4% (n = 200,000); in the data active means TR-FRET ratio above about 2000; further: inactives centre near 1500
PPARg SRC-3 ag – PPARgamma-driven SRC-3 recruitment agonism; P37231; AID 731; actives 0.26% (n = 200,000); biochemical PPARgamma/SRC-3 coactivator recruitment assay; activation, % at 8 µM; in the data active means activation above about 23%;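 further: 0% = DMSO and 100% = reference agonist; some compounds past the cut are filed as inactive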
Active calls of the source: *; nt = not tested or not shown.

SMILES	ROMK primary	bIAP act	bIAP inhibitor	STAT3 blocker	STAT3 activator	PPARg SRC1 recr	STAT1 blocker	TNAP act hiacc	PPARg SRC-2 ag	TR-FRET SRC-2 ct	PPARg SRC-3 ag
CCNC(=O)COc1cccc(C(=O)NCc2ccccc2)c1	0.32	0.9	7	8	95	1	2	1	-12	1551	3
Cc1ccc(C(C(=O)NC2CCCC2)N(C(=O)Cc2cccs2)c2ccc3c(c2)OCCO3)cc1 (centres undefined)	nt	0.9	6	6	100	-6	8	1	12	1612	9
O=C(CN1C(=O)c2cccc3cccc(c23)C1=O)N1CCN(Cc2ccc3c(c2)OCO3)CC1	nt	1	4	5	102	12	1	1	1	1501	4
CCN(C(=O)CCS(=O)(=O)c1ccc(Br)cc1)c1ccc2c(c1)OCO2	nt	0.9	7	12	95	7	7	1	4	1648	0
COc1ccc(-n2c(SCCC(=O)O)nnc2-c2ccncc2)cc1	1.1	0.9	12	-12	113	-2	1	1	-7	1532	14
CCOc1ccc(N2C(=O)CC(n3nc(C)cc3C)C2=O)cc1 (centres undefined)	0.43	0.9	13	2	99	-5	-2	1	-2	1480	-2
CC1=C(C)CC(C(=O)NCCc2ccccc2)C(C(=O)O)C1 (centres undefined)	-0.14	0.9	7	1	100	0	2	1	7	1546	3
COc1cc(/C=N/Nc2nncn2/N=C/c2ccc(O)c(OC)c2)ccc1O	-0.6	1	1	1	100	4	-13	1.1	4	1604	-4
C=CCC(NC(C)c1ccccc1)c1ccco1 (centres undefined)	nt	1.1	-5	-2	104	4	-3	1	-11	1372	8
O=C(c1nc2ccccn2c1CNCC1OCCc2ccccc21)N1CCOCC1 (centres undefined)	0.011	1	4	15	96	10	-5	1	3	1577	-3
CCCN(CCC)CCNC(=O)C1CC(=O)N(c2ccc(OC)cc2)C1c1ccc(OC)cc1 (centres undefined)	nt	1.1	-8	3	101	-3	-1	1.1	-6	1443	-6
Brc1ccc(-c2nnc3n2-c2ccccc2CC3)cc1	nt	1	2	-13	117	4	4	1.1	-2	1584	1
CCCCCn1c(=O)c(C(=O)c2ccccc2)nc2ccccc21	nt	0.9	7	-8	110	3	1	1	-12	1450	8
CCOC(=O)CC(NS(=O)(=O)c1ccc(OC)c(OC)c1)c1cccc([N+](=O)[O-])c1 (centres undefined)	0.23	0.9	10	-9	105	-2	8	1	-10	1543	5
O=C1CCN=C(Nc2ccc(F)cc2)N1Cc1ccccc1	0.01	1	2	-8	107	8	1	1	7	1520	7
CC(C)c1ccc(C(=O)NCCCN2CCN(CCCNC(=O)c3ccc(C(C)C)cc3)CC2)cc1	-2.1	0.9	5	4	100	0	6	1.1	0	1620	2
CC(C(=O)NC1CC1)c1ncc(C(F)(F)F)cc1Cl (centres undefined)	-0.65	0.9	6	3	104	11	2	1.1	-1	1576	3
CC(c1ccon1)N(C)C(=O)CCc1nnc(C2(c3ccc(Cl)cc3)CCC2)o1 (centres undefined)	0.18	0.9	6	-1	105	-1	-22	1.1	-3	1375	0
O=c1cc(O)c(-c2ccc(Cl)c(Cl)c2)c(Cl)[nH]1	nt	1.1	-9	1	102	6	-6	1	5	1431	5
CCn1c(-c2ccsc2)nc2c1c(=O)[nH]c(=O)n2Cc1ccccc1	nt	0.9	12	3	103	-1	-5	1.1	4	1475	-1
COc1cccc(NC(=O)CN(C)C(C)C(=O)Nc2ccc(S(=O)(=O)N3CCCC3)cc2)c1 (centres undefined)	0.032	1.1	-11	3	97	-1	4	1	5	1397	4
N#Cc1ccccc1NC(=O)c1cccc(COc2ccc(Cl)cc2Cl)c1	-0.33	0.8	16	14	87	-4	-36	1.1	-8	1449	2
CC(=O)Nc1ccc(N2C(=O)CSC2c2ccc(F)cc2)cc1 (centres undefined)	0.27	1.1	-5	9	96	4	2	1.1	4	1663	-2
COc1ccc(-c2nn3c(-c4ccccc4)nnc3s2)cc1OC	nt	1.1	-8	3	101	0	-14	1	0	1574	-1
Cc1ccc2c(c1)c(-c1ccccc1)nc1nncn12	nt	0.9	11	-7	106	3	-3	1	-5	1573	-3
COC(=O)c1ccsc1NC(=O)CSc1nnnn1Cc1ccccc1	nt	0.8	18	-10	112	10	11	1	0	1612	5
O=S(=O)(/N=C(\c1ccc(Cl)cc1)N1CCOCC1)c1ccccc1	0.97	0.9	9	0	98	2	18	1	1	1502	-3
CC(=O)Nc1nonc1-c1nc2ccccc2n1Cc1ccccc1	-0.41	0.9	8	-12	114	1	-12	1	1	1570	6
COc1ccccc1NC(=O)CN1CCN(CC(=O)Nc2cc(NC(C)=O)ccc2OC)CC1	1.7	1.1	-8	11	93	4	-11	1	-1	1452	4
COc1ccc(C)cc1-n1nnnc1SCC(=O)c1cc(C)n(Cc2ccco2)c1C	0.43	1	4	4	99	-2	7	1	-8	1450	0
CC(C)(C)Nc1nc(N2CCCC2)nc(N2CCCC2)n1	nt	1	-5	0	104	-5	12	1	-5	1524	0
CCn1c(SCC(=O)Nc2ccccc2)nc2c1c(=O)n(C)c(=O)n2C	nt	0.7	34	-12	111	1	1	1	2	1577	-4
CCc1cccc(OCC(=O)Nc2ccc(S(=O)(=O)Nc3onc(C)c3C)cc2)c1	nt	1	-3	6	102	5	-5	0.9	0	1706	2
CCN(CC)CC(O)COc1ccccc1C(=O)CCc1ccccc1 (centres undefined)	-0.9	1	-4	9	98	7	15	1	-4	1447	10
CCCNC(=O)C1CCN(S(=O)(=O)c2ccc(-c3nn[nH]n3)cc2)CC1	0.96	1	0	-9	106	-2	-5	1	12	1398	-5
CCC(C)(C)c1ccc(OCCCC[n+]2ccc(C)cc2)c(C(C)(C)CC)c1	-5.9*	0.7	25	32	77	-4	33	1	0	1653	5
C/C(Cn1cnc([N+](=O)[O-])n1)=N\NC(=O)c1cccnc1	nt	0.9	6	-9	110	-3	-8	1	0	1365	2
CCN(CC)C(=O)CSc1nnc(-c2ccco2)n1Cc1ccco1	0.18	1	2	5	103	10	5	1	8	1436	-3
Cc1[nH]n(-c2ccccc2)c(=O)c1/C=N/N(c1ccccc1)c1ccccc1	1.3	1.1	-8	4	99	3	-3	1.1	-4	1412	1
Cc1ccc(-c2n[nH]c(=S)n2/N=C/c2ccc(C)o2)cc1	nt	0.8	22	-4	106	3	-2	1	9	1671	-1
CCOc1ccccc1Nc1cc(C)nc2nnnn12	-0.027	1.1	-6	7	99	6	-4	1.1	11	1615	-2
Cc1cccn2c(NCc3ccc4c(c3)OCO4)c(-c3ccc(O)cc3)nc12	-0.62	1.2	-18	1	101	8	0	1	2	1537	4
CCOc1ccc(CNC(=O)C2CCN(S(=O)(=O)CC)CC2)cc1OC	nt	1.1	-8	4	102	3	2	1	8	1617	5
Cc1ccc(S(=O)(=O)N(CC(O)CN2CCCCC2)c2ccccc2)cc1 (centres undefined)	nt	1	-4	17	93	6	3	1	-3	1540	4
Cc1nnc(-n2ncc(C#N)c2N)c2nn(-c3ccccc3F)c(C)c12	-0.0022	nt	nt	6	97	-1	3	nt	3	1631	14
C=C(C)c1cccc(C(C)(C)NC(=O)N2CCCC2)c1	-0.33	0.9	9	-4	105	9	0	1.1	17	1716	0
CC(C)(C)NC(=O)C1CC(=O)OC1(C)C (centres undefined)	0.43	0.9	10	1	101	2	3	1	-3	1586	-18
CCc1cc(=O)[nH]c(SCc2ccc(C)cc2)n1	-0.038	1	2	5	102	5	7	1.1	6	1677	0
Cc1noc(NC(=O)c2ccc(Cl)c(Cl)c2)c1Cl	-0.38	1.1	-11	10	99	1	-3	1	-4	1485	2
CCOC(=O)c1oc2ccccc2c1NC(=O)c1ccccc1OC	-0.046	1	0	10	94	10	-8	1	-1	1537	1

Two of the compounds above, field by field.
CCc1cc(=O)[nH]c(SCc2ccc(C)cc2)n1
  ROMK primary = -0.038	bIAP act = 1	bIAP inhibitor = 2	STAT3 blocker = 5	STAT3 activator = 102	PPARg SRC1 recr = 5	STAT1 blocker = 7	TNAP act hiacc = 1.1	PPARg SRC-2 ag = 6	TR-FRET SRC-2 ct = 1677	PPARg SRC-3 ag = 0
Cc1noc(NC(=O)c2ccc(Cl)c(Cl)c2)c1Cl
  ROMK primary = -0.38	bIAP act = 1.1	bIAP inhibitor = -11	STAT3 blocker = 10	STAT3 activator = 99	PPARg SRC1 recr = 1	STAT1 blocker = -3	TNAP act hiacc = 1	PPARg SRC-2 ag = -4	TR-FRET SRC-2 ct = 1485	PPARg SRC-3 ag = 2

(cont.)
SMILES	ROMK primary	bIAP act	bIAP inhibitor	STAT3 blocker	STAT3 activator	PPARg SRC1 recr	STAT1 blocker	TNAP act hiacc	PPARg SRC-2 ag	TR-FRET SRC-2 ct	PPARg SRC-3 ag
Cc1cccc(NC(=O)CSc2nnc(C)n2Cc2ccccc2)c1	0.18	0.9	8	4	100	-2	1	1.1	2	1331	1
O=C(O)c1ccccc1CSc1nc2ccccc2n1Cc1ccccc1C(=O)O	0.55	1.2	-22	15	96	10	-3	1	9	1926	0
CCOCCSc1nnc2nc(C)cc(C)n12	1	1	1	22	85	6	2	1	5	1668	10
CCOc1ccc(NC(=O)Nc2ccc3c(c2)nnn3C)cc1	nt	0.9	10	29	80	9	-3	1	11	1743	2
CCOC(=O)c1c(C)[nH]c(C(C)=O)c1C	0.12	1	-1	2	101	-6	8	1	-9	1408	-4
CC(C)(C)OC(=O)N1CCC(NC(=O)c2[nH]cnc2C(=O)N[C@@H](Cc2ccccc2)C(=O)OCc2ccccc2)CC1	nt	1.1	-8	nt	nt	-5	0	1	-5	1407	-4
COc1cc(NC(=O)Cc2ccc(F)cc2)cc(OC)c1OC	-0.01	0.9	8	8	96	6	6	1	5	1520	6
COC(=O)c1ccc(Sc2ccc(F)cc2)c(N)c1	-0.61	0.6	37	-8	107	1	-30	1.1	1	1535	4
O=C(OCCCCN1C(=O)c2ccccc2C1=O)c1ccc(S(=O)(=O)N2CCCC2)cc1	nt	1	0	8	99	5	-2	1	12	1673	-1
CCOc1cc(S(=O)(=O)N(CC)CC)c(OCC)cc1-n1cnnn1	nt	0.9	6	-3	105	7	4	1.1	3	1550	10
Cc1cccc(N/C=C/C(=C(C#N)C#N)N(C)C)c1	nt	0.9	7	-18	120	3	2	1	3	1733	5

Records above shown as hits in ROMK primary:
Structure	ROMK primary	bIAP act	bIAP inhibitor	STAT3 activator	PPARg SRC1 recr	STAT1 blocker	TNAP act hiacc	PPARg SRC-2 ag	PPARg SRC-3 ag
CCC(C)(C)c1ccc(OCCCC[n+]2ccc(C)cc2)c(C(C)(C)CC)c1	-5.9*	0.7	25	77	-4	33	1	0	5
